Pf growth 48h: inhibits P. falciparum growth in the first generation, 48 h; P. falciparum luciferase growth in erythrocytes, 48 h; Potency, µM (series often up to 28.7 µM), for the others: at the top dose activity change, negative = inhibition, actives largely listed as inhibitors; 310,000 tested, 5.9% active; AID 504832; also: potency is read from the fitted curve at half-maximal effect; % is scaled to controls: 0 for no effect and ±100 for the full control effect
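Luminescence readout; reporter = integrated firefly luciferase in P. falciparum. RBC culture at 2% hematocrit, 0.1% parasitemia final, 37 C/5% CO2; decreased signal taken as growth inhibition.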
Pf growth 96h: P. falciparum growth inhibition at 96 hour, primary screen for plastid delayed-death inhibitors. P. falciparum luciferase reporter growth, 96 h. Potency, µM (highest dose often 28.7 µM), inactives show top-dose activity change, negative = inhibition, actives largely listed as inhibitors. 320,000 tested, 6.9% active; also: potency is read from the fitted curve at half-maximal effect; % is scaled to controls: 0 for no effect and ±100 for the full control effect
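Erythrocytes infected with luciferase-expressing P. falciparum were dispensed at 2% hematocrit and 0.05% parasitemia (final), then incubated with compounds 96 hours at 37 C in 5% CO2. Luminescence after detection reagent addition reported growth.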
Sm TGR inh: S. mansoni TGR enzyme inhibition. Q962Y6. purified TGR, DTNB reduction, TNB absorbance 405 nm. Potency, µM (doses to about 114 µM), without a hit: at the highest dose activity change, negative = inhibition, most hits filed as inhibitors. 360,000 tested, 3% active. AID 485364; also: potency is read from the fitted curve at half-maximal effect; % is scaled to controls: 0 for no effect and ±100 for the full control effect; nearly all actives have a fitted effect of over 60% in size
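TGR 20 nM + NADPH 100 uM (dispensed conc.), cpd preinc 15 min RT; start with NADPH (500 uM addition) then DTNB (15 mM addition). Kinetic TNB absorbance, 405 nm filter. Four-parameter Hill fit across titration.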
Shiga toxin inh: blocks Shiga toxin action in Vero cells. 290,000 tested, 9.2% active. inhibition, % at 38.7 µM. AID 2315. Vero cells, Shiga toxin protein synthesis inhibition reporter; in the data active = inhibition mostly above about 28%, no sharp cut-off; inactive = mostly below about 43%; also: 0% is about no effect
FBPA Giardia inh: Giardia lamblia aldolase inhibition. A8B2U2. purified Giardia FBPA. 290,000 tested, 0.71% active. Potency, µM (series often up to 59.6 µM), for inactives: at the highest dose activity, negative = inhibition, actives largely listed as inhibitors. AID 2451; also: potency is read from the fitted curve at half-maximal effect; % is scaled to controls: 0 for no effect and ±100 for the full control effect; nearly all actives have a fitted effect of over 55% in size
Target sequence (A8B2U2 whole entry, looked up): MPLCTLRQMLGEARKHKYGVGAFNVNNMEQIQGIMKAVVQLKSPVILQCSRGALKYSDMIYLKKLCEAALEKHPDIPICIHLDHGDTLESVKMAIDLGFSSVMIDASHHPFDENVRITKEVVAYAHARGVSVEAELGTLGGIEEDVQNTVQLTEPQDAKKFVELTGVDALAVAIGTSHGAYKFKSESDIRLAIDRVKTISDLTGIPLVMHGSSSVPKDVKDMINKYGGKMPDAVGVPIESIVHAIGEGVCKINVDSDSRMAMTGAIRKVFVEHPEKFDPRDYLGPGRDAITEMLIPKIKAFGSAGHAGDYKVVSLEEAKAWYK
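Giardia FBPA (40 nM reagent) was preincubated 10 min at RT with compound (up to 57.5 uM final), then substrate plus GAPDH/TPI/NAD/arsenate coupling system with diaphorase/resazurin was added; resorufin fluorescence (525/598 nm) was read after 20 min.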
Cycloheximide cs: counter-screen hit for Shiga toxin inhibitors, cycloheximide. cell reporter, cycloheximide protein synthesis inhibition counterscreen. 300,000 tested, 12% active. AID 2314. max response, %; in the data active = max response mostly above about 13%, no sharp cut-off; inactive = mostly below about 14%; also: read at 38.3 µM for the half of the compounds with a filed dose; 0% is about no effect
An asterisk follows results filed as active; u = inconclusive; x = not tested or not shown; & = joins results of further samples; [ ] = another dose, or the depositor's remark. Unless noted, calls follow the shape of the dose curve; as a rule, active = well fitted curve in the direction sought with a large enough effect; inconclusive = small, poorly fitted or top-dose-only effect, or another doubt; inactive = no such curve, though single readings can be large; an effect the other way counts as inactive or inconclusive. Hits appear at their usual frequency; overall some 24% were active at least once.

Values run as follows: Pf growth 48h | Pf growth 96h | Sm TGR inh | Shiga toxin inh | FBPA Giardia inh | Cycloheximide cs
CC1S/C(=N/N=C/c2ccco2)N(Cc2ccccc2)C1=O (stereo not drawn)
  -13% | -10% | 35µM* | 99* | -15% | 35*
CC1CCN(CC(=O)N2CCCc3c2c(=O)oc2ccc(OCc4ccccc4)cc32)CC1
  x | u | 2%&-8% | -14 | 0% | -6
O=C(Nc1ccc(OC(F)F)cc1)c1cc(S(=O)(=O)N2CCOCC2)ccc1F
  -16% | -19% | 0% | -7 | x | 1
CN(C)CCn1c(=N)n(CC(O)c2ccc(Cl)c(Cl)c2)c2ccccc21 (stereo not drawn)
  0.74µM* | 1% | 2% | -12 | -1% | -5
S=C(Nc1ccccc1)N1CCOCC1
  16% | -5% | -1% | -13 | 0% | -2
O=C(NCc1ccccn1)c1ccc(NC(=O)c2ccco2)cc1
  33%[activator] | x | -12% | 19 | 5% | 5
CC1CCCCC1NC(=O)NC(=O)CCl (stereo not drawn)
  8.3µM* | u | 14µM* | -1 | -17% | 0
CCCn1c(C)cc(/C=C(\C#N)C(=O)OCC(=O)Nc2ccc(OC)c(Cl)c2)c1C
  7% | u | 3% | 61* | -1% | 12
COc1ccc(NC(=O)C(=O)c2cn(CC(=O)N3CCOCC3)c3ccccc23)cc1OC
  -14% | u | -10% | -3 | x | -5
CCC(=O)Nc1nc(C)c(C(=O)NC2CCCCC2)s1
  3.7µM* | u | -2% | 9 | 4% | -2

Values run as follows: Pf growth 48h | Pf growth 96h | Sm TGR inh | Shiga toxin inh | FBPA Giardia inh | Cycloheximide cs
COC(=O)Cn1cnc2c(cnn2-c2ccc(C)cc2)c1=O
  0%[0.00184 µM] | 12% | 0% | 69* | 2% | 48*
CSc1nnc2n(C)c3c(c(=O)n12)C1(CCCC1)Cc1ccccc1-3
  u | 10µM* | 12% | -8 | 3% | 1
CC(C)Oc1ccc(S(=O)(=O)N2CCOCC2)cc1NC(=O)CC1CCCC1
  9.3µM* | 8.3µM* | 2% | x | x | x
COc1ccc(OC)c(NC(=O)CCn2cccc2)c1
  45%[activator] | 64%[activator] | u | 19 | 1% | 1
CN(Cc1ccccc1)C(=S)Nc1ccc(OC(F)F)cc1
  26% | 118%[activator] | 27% | 15 | 0% | 4
O=C(CN1CCCCC1)Nc1cc(Cl)ccc1Cl
  0% | u | -3% | -3 | 3% | 1
CC1CN(C(=O)CCC(=O)NCCCc2ccccc2)c2ccccc2O1 (stereo not drawn)
  -13% | -24% | 5% | -3 | 23% | -1
CCOc1ccccc1NC(=O)COn1nnc2ccccc21
  31%[activator] | x | -10% | 37 | -1% | 17*
CC(C)(C)C(=O)c1cn(Cc2ccccc2)c2ccccc12
  u | 3% | 36% | -3 | -7% | 1
Cc1cccn2c(=O)c(/C=N/O)c(N3CCCCC3)nc12
  35%[activator] | u | 3% | -22 | 10% | -1

Values run as follows: Pf growth 48h | Pf growth 96h | Sm TGR inh | Shiga toxin inh | FBPA Giardia inh | Cycloheximide cs
CCOC(=O)C1=C(C)N[C@@]2(O)c3ccccc3C(=O)[C@@]12O
  -4% | 23% | -8% | -3 | u | -1
COc1ccc(OC(=O)CN2C(=O)C3C4CCC(C4)C3C2=O)cc1 (stereo not drawn)
  6% | u | 3% | -6 | 3% | -1
CCOC(=O)CNC(=O)c1sc(NC(=O)/C=C/c2ccccc2)nc1C
  12% | 25% | 6% | -4 | 2% | -7
CCOC(=O)Cc1nc2ccccc2o1
  10% | 3.3µM* | 0% | 53 | -1% | 15*
CCCCCCC(=O)Nc1nc(C)c(-c2csc(Nc3cc(Cl)ccc3OC)n2)s1
  4.7µM* | 2.6µM* | -4% | -6 | -2% | -2
O=C1/C(=C/c2cc([N+](=O)[O-])ccc2Cl)N2CCC1CC2
  1% | u | -27% | -15 | 0% | -2
CCCCN(C(=O)C1=NN(c2ccccc2)C(=O)CC1)c1c(N)n(CC(C)C)c(=O)[nH]c1=O
  6% | -7% | 8% | x | x | x
CCCOc1ccc(NC(=O)C2CC(=O)N(C(C)C)C2)cc1 (stereo not drawn)
  11% | 47% | 1% | -17 | 0% | -8
CC1(C)Cc2nc(-c3ccccc3)nc(SCC(O)CO)c2CO1 (stereo not drawn)
  -7% | 10µM* | 17% | 7 | -5% | -2
CCOc1ccccc1NC(=O)C1C2C=CC(C2)C1C(=O)O (stereo not drawn)
  7% | x | 5% | -25 | -4% | -1

Values run as follows: Pf growth 48h | Pf growth 96h | Sm TGR inh | Shiga toxin inh | FBPA Giardia inh | Cycloheximide cs
CN(C(=O)c1ccccc1C(=O)c1ccccc1)C1CCS(=O)(=O)C1 (stereo not drawn)
  13% | u | 3% | -5 | -2% | 0
Cc1ccc(NC(=O)NC2CCCCCCC2)cc1
  131%[activator] | u | -7% | 71* | x | 40*
CC(=O)c1cc(C#N)c(N2CCCCC2)nc1C
  104%[activator] | 91%[activator] | 3% | 1 | 16% | 2
O=C(Nc1ccc(C(=O)NC2CCCCC2)cc1)c1cccnc1
  -14% | u | 8% | -5 | 13% | -2
Cc1cccc2cc(CN(Cc3ccco3)C(=O)N3CCCC3)c(=O)[nH]c12
  6% | x | -19% | -33 | 5% | 2
CN1CCN(C(=S)NC(=O)c2cccc([N+](=O)[O-])c2)CC1
  -5% | -2% | -3% | 11 | 1.8µM* | -1
COc1cccc(NC(=O)CCN2C(=O)c3cccc([N+](=O)[O-])c3C2=O)c1
  48%[activator] | 331%[activator] | u | -9 | 7% | 8
CCOC1=C/C(=C/c2c(N)n3nc(CC(=O)N4CCCCC4)sc3nc2=O)C=CC1=O
  13% | -1% | -14% | -5 | u | -1
COCCNC(=O)CCn1nc(-c2ccc(C)cc2)ccc1=O
  0%[0.00184 µM] | -7% | -1% | -3 | -7% | -5
CC1CCCC(NC(=O)CNC(=S)N2CC3CC(C2)c2cccc(=O)n2C3)C1C (stereo not drawn)
  10% | 0% | 2% | -8 | -15% | 17

Values run as follows: Pf growth 48h | Pf growth 96h | Sm TGR inh | Shiga toxin inh | FBPA Giardia inh | Cycloheximide cs
O=C(CCCN1C(=O)/C(=C/c2cccs2)SC1=S)NNC(=O)c1ccncc1
  -26% | -2% | -1% | 10 | 1% | 3
Cn1c(NCCO)nc2c1c(=O)n(Cc1cccc(Cl)c1)c(=O)n2C
  x | 34%[activator] | 12% | -10 | 14% | -5
CCOC(=O)c1c(C)[nH]c(C(=O)COC(=O)c2[nH]c(C)c(C(C)=O)c2C)c1C
  1% | x | -5% | -11 | 0% | -2
Cc1ccc(CNc2nc3ccccc3n3cnnc23)cc1
  x | 17% | -5%&8% | -7 | 1% | -6
COCC(=O)NCCc1nc(-c2ccccc2)cs1
  9% | 92%[activator] | 9% | -40 | 7% | -3
COc1ccc(Sc2cc(C(F)(F)F)nc(-c3ccccn3)n2)cc1
  u | u | 4% | 4 | 8% | 0
O=C1CC(c2cccs2)CC2=C1C(c1ccccc1)n1ncnc1N2 (stereo not drawn)
  8% | x | -1% | -12 | -1% | -2
CN(C1CCCCC1)S(=O)(=O)c1cc2c3c(c1)CCN3C(=O)CC2
  u | 6% | 9% | x | x | x
COc1ccc(C(C(=O)NC2CCCC2)N(CCN2CCOCC2)C(=O)c2ccc(OC)c(OC)c2)cc1 (stereo not drawn)
  4% | x | -2% | -11 | -2% | -4
COc1ccc(CNS(=O)(=O)c2cccc(S(=O)(=O)N3CCOCC3)c2)cc1
  x | -13% | 4% | -7 | 3% | -1

Values run as follows: Pf growth 48h | Pf growth 96h | Sm TGR inh | Shiga toxin inh | FBPA Giardia inh | Cycloheximide cs
CCc1c(C(=O)NCCc2ccc(OC)c(OC)c2)[nH]c(C)c1C(C)=O
  -14% | 46%[activator] | -6% | -9 | -1% | -1
COc1ccccc1NC(=O)C1Cc2ccccc2CN1C(=O)c1ccco1 (stereo not drawn)
  u | -19% | 32µM* | 32 | 2% | -4
Cc1ccc(OC(=O)C2c3ccccc3Oc3ccccc32)cc1C
  -12% | 5.2µM* | 2% | 10 | 15% | 5
Cc1ccc(S(=O)(=O)C2(C(=O)Nc3ccc(C(C)C)cc3)CC2)cc1
  29% | -37% | 2%&-4% | 83* | -8% | 50*
Cc1ccc(-c2c3c(=O)n(C)c(=O)n(C)c3cn2N2CCOCC2)cc1
  -13% | x | 4% | -3 | 0% | -4
CS(=O)(=O)c1ccc(-c2nnc(NC(=O)C3=COCCO3)o2)cc1
  13% | 0% | -1% | x | x | x
CCCCOc1ccc(S(=O)(=O)NNC(=O)C2Cc3c(ccc4ccccc34)O2)cc1 (stereo not drawn)
  u | 0% | -14% | 12 | 2% | -2
Cc1nc(SCC(=O)c2ccc(F)cc2)n[nH]1
  12% | 61%[activator] | 1% | 50 | 28µM* | 8
Cc1noc(/C=C/N(C)C)c1S(=O)(=O)N1CCc2ccccc21
  -24% | 33%[activator] | -1% | -8 | -6% | 7
Cc1noc(NS(=O)(=O)c2ccc(NC(=O)c3cc(F)c(F)c(F)c3F)cc2)c1C
  -2% | 6% | -13% | x | x | x

Values run as follows: Pf growth 48h | Pf growth 96h | Sm TGR inh | Shiga toxin inh | FBPA Giardia inh | Cycloheximide cs
CCOc1ccc(S(=O)(=O)N2CCN(S(=O)(=O)c3ccc(C)c(C)c3)CC2)cc1
  -10% | 23% | 5% | -3 | -8% | -6
CCc1ccc(CN2CCC(Oc3ccc(C(=O)N4CCCC4)cc3)CC2)cc1
  9.3µM* | u | 18% | 6 | -10% | 11
O=C(/C=C/c1ccc(Cl)cc1)NCc1cccs1
  70%[activator] | 13% | -12% | 92* | -2% | 53*
OC(COC(c1ccccc1)c1ccccc1)CN1CCOCC1 (stereo not drawn)
  6% | 10% | -13% | -6 | 4% | -1
COc1ccccc1C1(O)CCN(C(=O)c2cccs2)CC1
  8% | -3% | 7% | -4 | 3% | -1
Cc1cccc(C2c3[nH]c4ccccc4c3CCN2C(=O)c2nn(C)c(=O)c3ccccc23)n1 (stereo not drawn)
  u | 8.3µM* | -7% | -4 | 0% | -2
O=C(O)CN1CCc2ccccc2C1
  41%[activator] | 32%[activator] | -10% | 2 | -11% | -2
Cc1ccc(S(=O)(=O)c2nc(Nc3nccs3)sc2Cl)cc1
  x | 12% | -2% | -6 | -1% | -5
CC#CCCc1nc2ccccc2c(=O)n1N
  8% | -28% | -11% | 12 | -10% | -2
CCc1ccc2c(CC(=O)Nc3cccc(S(=O)(=O)N4CCOCC4)c3)coc2c1
  u | -77% | -4% | x | x | x

Seven entries picked at random from the list so far, as already listed:
Values run as follows: Pf growth 48h | Pf growth 96h | Sm TGR inh | Shiga toxin inh | FBPA Giardia inh | Cycloheximide cs
CN1CCN(C(=S)NC(=O)c2cccc([N+](=O)[O-])c2)CC1
  -5% | -2% | -3% | 11 | 1.8µM* | -1
COc1ccc(CNS(=O)(=O)c2cccc(S(=O)(=O)N3CCOCC3)c2)cc1
  x | -13% | 4% | -7 | 3% | -1
CN(C(=O)c1ccccc1C(=O)c1ccccc1)C1CCS(=O)(=O)C1 (stereo not drawn)
  13% | u | 3% | -5 | -2% | 0
CC1S/C(=N/N=C/c2ccco2)N(Cc2ccccc2)C1=O (stereo not drawn)
  -13% | -10% | 35µM* | 99* | -15% | 35*
CN(Cc1ccccc1)C(=S)Nc1ccc(OC(F)F)cc1
  26% | 118%[activator] | 27% | 15 | 0% | 4
Cc1noc(/C=C/N(C)C)c1S(=O)(=O)N1CCc2ccccc21
  -24% | 33%[activator] | -1% | -8 | -6% | 7
CC#CCCc1nc2ccccc2c(=O)n1N
  8% | -28% | -11% | 12 | -10% | -2
